Bioassay records as filed in PubChem.
LDHA block = blocks human lactate dehydrogenase A | 0.15% of 480,000 active | activity change, % (values are at about 110 or 230 µM) | purified LDHA, NADH/diaphorase-resazurin fluorescence; stronger effect = lower value; in the data active = activity change below about -30%;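 also: plate controls were DMSO wells for no effect and wells without enzyme for full effect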
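Enzyme activity of human lactate dehydrogenase 5 (2 nM; 0.06 mM NADH, 0.2 mM pyruvate, 5 min, RT) is measured via a resazurin/diaphorase fluorescence readout of residual NADH.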
An asterisk follows results filed as active; & = joins results of further samples.

SMILES	LDHA block
CN(C)CC(=O)N[C@@H]1CC[C@@H](CC(=O)NCCN2CCCCC2)O[C@@H]1CO	1
Fc1ccc(C2=CC(c3cccc(Br)c3)n3nnnc3N2)cc1 (configuration not stated)	17
Cc1nc(-c2cccc(F)c2)sc1CCNC(=O)C1CCCC1	5
Cc1ccccc1-c1nnc(SCC(=O)Nc2nnc(-c3ccccc3)o2)n1C	9
Cc1cccc2c(C(=O)N3CCN(Cc4ccccc4)CC3)cc(-c3cccnc3)nc12	4
O=[N+]([O-])c1ccccc1NN=C1CCCC1	0
CCOc1ccc(C(=O)COC(=O)c2cc(C)nc3ccccc23)cc1	-2
Cc1oc(-c2nc(C#N)c(N3CCOCC3)o2)cc1S(=O)(=O)N1CCCC1	0
CC1=C(COc2c3occc3cc3ccc(=O)oc23)CC(C)(C)CC1	17
COC(=O)c1cccc(OCCCN2CCC(C(O)(c3ccccc3)c3ccccc3)CC2)c1	0
C(=N\N=C(c1ccccc1)c1ccccc1)/c1ccccn1	-10
O=C(N/N=C/c1cccc(O)c1)C1CC1	0
COc1ncc(-c2ccc(N3C(c4ccsc4)=Cc4ccc(F)cc4C3CC(C)=O)cc2)cn1 (configuration not stated)	5
COc1ccc(OC)c(NS(=O)(=O)c2ccc(-c3cnc(C)o3)cc2)c1	1
COc1cccc(Nc2nc(-c3ccccc3)cs2)c1	8
CCN1CCC(NC(=O)C2CC(C)=C(C)CC2C(=O)O)CC1 (configuration not stated)	7
N#CCCCOC(=O)c1cc(-c2cccs2)nc2ccccc12	0
COC(=O)Cc1ccc(OCc2ccccc2C#N)cc1	-23
N#Cc1ccc(CSc2ccccc2C(=O)Nc2ccc3c(c2)OCO3)cc1	13
COC(=O)c1ccc(C2C(C#N)=C(C)NC(C)=C2C(=O)Nc2ccccc2)cc1 (configuration not stated)	10
Cc1cc(NC(=O)N(Cc2ccc(C)o2)C2CC2)no1	2
COc1ccc2cnn(CC(=O)Nc3ccccc3Cl)c(=O)c2c1OC	4
CCc1c(C)c2ccc(OCC(=O)c3ccc(C)cc3)cc2oc1=O	0
O=C(N/N=C/c1c2ccccc2cc2ccccc12)c1cccs1	0
COc1cc(OC)c(C(=O)N2CCC(C(=O)c3ccc4c(c3)OCCO4)CC2)cc1OC	11
CCCNC(=O)OC1CC2CC1[C@H]1CCCCN1C2=O (some centres not stated)	-8
Cc1ccc2cc(C(=O)NCC3COc4ccccc4O3)c(C)nc2c1 (configuration not stated)	0
COc1ccc(-c2noc(CSc3nnc(-c4ccco4)n3C3CCCCC3)n2)cc1OC	11
C/C(CC(C)(C)c1ccccc1)=N\NC(=O)CC#N	0
CC(=O)c1c(C)[nH]c(C(=O)OC(c2ccccc2)c2ccc(Cl)cc2)c1C (configuration not stated)	5

Ordered by the number under LDHA block (falling): some entries from above
SMILES	LDHA block
COc1ccc(-c2noc(CSc3nnc(-c4ccco4)n3C3CCCCC3)n2)cc1OC	11
CCN1CCC(NC(=O)C2CC(C)=C(C)CC2C(=O)O)CC1 (configuration not stated)	7
CC(=O)c1c(C)[nH]c(C(=O)OC(c2ccccc2)c2ccc(Cl)cc2)c1C (configuration not stated)	5
N#CCCCOC(=O)c1cc(-c2cccs2)nc2ccccc12	0
CCCNC(=O)OC1CC2CC1[C@H]1CCCCN1C2=O (some centres not stated)	-8
COC(=O)Cc1ccc(OCc2ccccc2C#N)cc1	-23

Continued.
SMILES	LDHA block
CC12CCC(C/C1=N\NC(N)=O)C2(C)C (configuration not stated)	10&-7
Cc1ncc(-c2ccc(S(=O)(=O)N3CCN(c4ccccc4)CC3)cc2)o1	-1
CCN(CC)S(=O)(=O)c1ccc(C(C)NCc2ccsc2)cc1 (configuration not stated)	9
Cc1ccc(CNC(=S)NCc2ccc(F)cc2)cc1	-5
CCCN(Cc1ccccc1)C(=O)COc1ccc2ccc(=O)oc2c1	0
CCCCn1c(=O)[nH]c(=O)c2c1nc(COC(=O)c1ccc(C)c(C)c1)n2CCC	-5
COC(=O)c1sc2nc(CN3CCc4ccccc4C3)[nH]c(=O)c2c1C	59
CC1CCN(CC2CCCCN2)CC1 (configuration not stated)	-4
COC(=O)C1(NC(=O)CSc2ccc(Br)cc2)CCCCC1	4
CC1=CC(C)C(COC(=O)C[N+]2(C)CCOCC2)C(C)C1 (configuration not stated)	-12
Cc1ccc(/C(O)=C2\C(=O)C(=O)NC2c2ccc(C)cc2)cc1 (configuration not stated)	3
Cc1cccc(-c2noc(-c3ccco3)n2)c1	7
CCCCCc1ccc(N=Cc2ccc(OCC(C)CC)cc2O)cc1 (configuration not stated)	-2
CCN(CC)CC(C)OC(=O)c1cccc(F)c1 (configuration not stated)	-8
COc1ccc(Cl)cc1COc1ccccc1C#N	2
CCS(=O)(=O)N1CCc2cc(C(=O)CSc3nnc(C4CC4)n3Cc3ccccc3)ccc21	2
CCCCCNC(=O)NCCc1c[nH]c2ccccc12	0
COC(=O)/C=C/c1ccc(OCc2ccc(Br)cc2)c(OC)c1	2
CCn1cc(S(=O)(=O)Nc2ccc(F)cc2C)cn1	-2
CCNS(=O)(=O)c1ccc(C)c(C(=O)NCc2coc(-c3cccs3)n2)c1	-3
Cc1cc(C)c(C(=O)/C=C/c2ccccc2)cc1C	-7
COc1ccc(CN(C)C(=O)Cn2nc(C(=O)O)c3ccccc3c2=O)cc1	4
O=C(Oc1c(Sc2ccc(Cl)cc2)c(=O)oc2ccccc12)c1ccccc1	4
O=C(COC(=O)CC1CC2CCC1C2)Nc1ccc([N+](=O)[O-])cc1C(F)(F)F (configuration not stated)	13
CC(CCc1ccccc1)NC(=O)c1nccnc1N (configuration not stated)	-5
O=C(Nc1cccc(S(=O)(=O)N2CCCCC2)c1)c1cccc2cccnc12	1
CCOc1ccccc1C1Nc2ccccc2-n2cc3c(=O)n(C)c(=O)n(C)c3c21 (configuration not stated)	12
COc1ccc(/C=C(\C#N)c2nc3cc(C)c(C)cc3[nH]2)cc1Br	-1
COc1cccc(-c2noc(-c3cccc(Br)c3)n2)c1	-6
Cc1cc(C)cc(Oc2c(C(F)(F)F)oc3cc(OCc4ccccc4)ccc3c2=O)c1	15
CC1(C)CC(C(=O)c2ccccc2)CCO1 (configuration not stated)	0
CN(C)CC(=O)N[C@@H]1C=C[C@@H](CC(=O)NCCN2CCCCC2)O[C@@H]1CO	1
Cn1c(CCCOc2ccc(Cl)cc2Cl)nnc1SCc1ccccc1Cl	0
Cc1cccc(NC(=O)Cn2c(=O)n(-c3ccc(CC(=O)NC4CC4)cc3)c(=O)c3ccccc32)c1	-5
O=C(COC(=O)C12CC3CC(CC(C3)C1)C2)Nc1ccc(F)cc1[N+](=O)[O-]	9
CCCn1nc(C)cc1CN(C)c1ccc(NC(=O)c2cccc(Cl)c2)cc1C(=O)O	7
CCCCCCCCS(=O)CCCCCCCO (configuration not stated)	9
CCCNC(=O)c1ccc(NC(=O)c2ccc(Cl)cc2)cc1	5
CC(=O)c1c2ccccc2cc2ccccc12	8
Cc1cc(F)ccc1NC(=O)C(C)(C)c1ccccc1	0
O=C(c1cc2ccccc2o1)c1ccccc1F	0
Clc1cccc(CSc2nnc(C3CCCN3)o2)c1 (configuration not stated)	-9
NC(=S)c1ccc(C(F)(F)F)cc1	-1
CC(OC(=O)c1ccc2c(c1)NC(=O)CS2)C(=O)NCc1ccccc1 (configuration not stated)	2
Cc1ccc(NC(=O)c2nn(-c3ccccc3)c(=O)c3ccccc23)c(O)c1	-1
CCCCCC(=O)Nc1ccc(-c2nc3cc(OC)ccc3o2)cc1	3
COc1ccc(OCc2nc3c4c(C)c(C)n(CCCN(C)C)c4ncn3n2)cc1	16
CC(Sc1nc(C(F)(F)F)nc2ccccc12)C(=O)Nc1ccc(N(C)C)cc1 (configuration not stated)	7
CCSc1nc(N)c2c(n1)NC1=C(C(=O)CC(C)(C)C1)C2c1cccs1 (configuration not stated)	-3
Cc1cccc(Cn2c(NCCCO)nc3c2c(=O)[nH]c(=O)n3C)c1	-17
COCCc1ccc(-c2csc(NC(=O)Cn3cnc4c3c(=O)n(C)c(=O)n4C)n2)cc1	2
O=C(CSc1ncc(-c2ccc(F)cc2)o1)Nc1ccc(Cl)cc1	-10
CC(C)(C)c1ccc2cc(C(=O)N3CCCCC3)[nH]c2c1	-6
Cc1ccc(-c2nc3c(C)cc(Br)cn3c2Cc2cccc(F)c2)cc1	3
O=C(CNc1cccc(S(=O)(=O)N2CCCC2)c1)N1CCN(C(=O)c2cccs2)CC1	7
Cc1ccc(CN(c2ccc(C(=O)NC(C(C)C)C(C)C)cc2)S(C)(=O)=O)cc1	-3
CCN1C(=O)C2(c3ccccc31)N1CC3(C)CN2CC(CC)(C1)C3=O (configuration not stated)	-3
CCCSc1nnc(-c2cc(Br)ccc2NC(C)=O)c(=O)[nH]1	-1
Cn1cc(C(=O)NC2CC2)c(-c2ccc3c(c2)OCCCO3)n1	1
O=C(O)CCCc1c[nH]c2ccccc12	-3
Going on with the list.
SMILES	LDHA block
O=c1oc(-c2ccc(F)cc2)nn1CC(O)COc1ccc(Br)cc1 (configuration not stated)	2
Cc1nc(SCC(C)C)c2c(=O)n(C)c(=O)n(CC(C)C)c2n1	2
CC(=O)NC1(C(F)(F)F)C(=O)N(Cc2ccccc2)C(C)=C1C(=O)c1ccccc1 (configuration not stated)	1
CCOc1ccc2oc(=O)cc(CN3CCN(CC(=O)Nc4ccc5c(c4)OCCO5)CC3)c2c1	0
c1ccc(OCCCCN2CCC(c3nc4ccccc4s3)CC2)cc1	-14
CC(C)NC(=O)N1Cc2cc(C(=O)NC3CCCC3)nc(-c3cccc(-c4cccnc4)c3)c2[C@@H]1CCO	-4
CCCCCc1ccc(/C=C/c2ccc(C3CCC(CCC)CC3)cc2)nc1 (configuration not stated)	8
O=C(Nc1ncc2c(n1)CC(c1cccs1)CC2=O)c1ccc(F)cc1 (configuration not stated)	3
Cc1ccc(NC(=O)Cc2nc(CSc3nncn3-c3cc(C)ccc3C)cs2)cc1	-2
CCCC(C)C(=O)Nc1cc(C(=O)OCC)cc(C(=O)OCC)c1 (configuration not stated)	11
O=C(CSc1nnc2ccc(-c3cccs3)nn12)N1CCOCC1	5
Cc1cccc(NC(=O)C(C)OC(=O)C2=CN3CCS(=O)(=O)N=C3C=C2)c1 (configuration not stated)	-6
Cc1ccc(CN(C)CC(=O)N(C)c2c(N)n(Cc3ccccc3)c(=O)[nH]c2=O)cc1	7
O=C(CSc1nnc(-c2ccc(F)cc2)n1CC1CCCO1)Nc1ccc(CN2CCCC2)cc1 (configuration not stated)	-5
N#Cc1cccc(NCc2cc(Br)ccc2F)c1	14
COc1cc(NS(=O)(=O)c2ccccc2Cl)c(C(=O)O)cc1OC	-1
C[Si](C)(C)CN1CCN(CC(=O)Nc2ccccc2Cl)CC1	4
COc1cc(C(=O)Nc2ccc3oc(=O)ccc3c2)ccc1C	0
N#Cc1nc(-c2ccco2)oc1N1CCN(C(=O)NCC2CC2)CC1	4
O=C(/C=C/c1ccc(Br)cc1)c1ccc(O)cc1	10
Cc1cc(NC(=O)CS(=O)(=O)c2ccc(C(C)(C)C)cc2)no1	-2
O=C(Nc1ccccc1)c1sc(NCCc2ccccc2)nc1-c1ccc([N+](=O)[O-])cc1	-6
COc1ccc(-n2c(SCC(=O)N(C)c3ccccc3)nc3[nH]ncc3c2=O)cc1Cl	0
COc1ccc(-c2csc3ncnc(Nc4cc(OC)c(OC)c(OC)c4)c23)cc1	13
Cc1ccccc1C(=O)N1CCN(c2oc(-c3ccc(F)cc3)nc2C#N)CC1	2
CC(C)C[C@@H]1COc2cc(N(C)CCO)ccc2S(=O)(=O)N1	-3
O=C(O)CSCC(=O)c1c[nH]c2ccccc12	-1
CCc1nc2sc(-c3ccncc3)c(N)c2cc1C	-12
CNC(=O)/C(=C/c1cc2ccc(OC)cc2nc1Cl)NC(=O)c1ccccc1	6
Cc1cc(C)c(S(=O)(=O)n2cc3c(=O)n(C)c(=O)n(C)c3n2)cc1C	6

Grouped by structure: those above containing a tert-butyl group.
SMILES	LDHA block
CC(C)(C)c1ccc2cc(C(=O)N3CCCCC3)[nH]c2c1	-6
Cc1cc(NC(=O)CS(=O)(=O)c2ccc(C(C)(C)C)cc2)no1	-2

(list continues)
SMILES	LDHA block
O=C(NCc1ccncc1)[C@@H]1CCCN1C(=O)[C@@H]1CCCN1C(=O)c1cccs1	-6
COC(=O)CNC(=O)Cn1cnc2c1c(=O)n(C)c(=O)n2C	29
O=C(CCn1ncc(=O)c2ccccc21)N1CCCC1c1ccc2c(c1)OCCO2 (configuration not stated)	4
CNC(=O)c1cc(=O)n(CC(=O)Nc2cccc(C#N)c2)c2ccccc12	0
Nc1nnnn1NCc1cc(Br)ccc1OCc1ccccc1	8
O/N=C1\CCOc2ccccc21	3
COc1ccc(-c2ocnc2C(=O)Nc2cccc(Cl)c2C)cc1OC	0
COc1nn(C)c2nc(C)c(CCC(=O)NC(C)C(C)C)c(C)c12 (configuration not stated)	0
Cc1cc(C)c2oc(C(=O)NCC(c3ccc(C)o3)N(C)C)cc(=O)c2c1 (configuration not stated)	2
CC(NC(=O)c1n[nH]c(=O)c2ccccc12)c1ccc(F)cc1F (configuration not stated)	-5
O=C1CCCC2=C1C1(CCC1)N=C(Nc1nc3ccccc3o1)N2	14

Random excerpt: 4 compounds from above, in no set order.
SMILES	LDHA block
COC(=O)CNC(=O)Cn1cnc2c1c(=O)n(C)c(=O)n2C	29
O=C(NCc1ccncc1)[C@@H]1CCCN1C(=O)[C@@H]1CCCN1C(=O)c1cccs1	-6
O=C(CCn1ncc(=O)c2ccccc21)N1CCCC1c1ccc2c(c1)OCCO2 (configuration not stated)	4
Cc1cc(C)c2oc(C(=O)NCC(c3ccc(C)o3)N(C)C)cc(=O)c2c1 (configuration not stated)	2

Given as labelled records: part of the list above.
> COC(=O)CNC(=O)Cn1cnc2c1c(=O)n(C)c(=O)n2C
  LDHA block = 29

> O=C(CCn1ncc(=O)c2ccccc21)N1CCCC1c1ccc2c(c1)OCCO2 (configuration not stated)
  LDHA block = 4

> CNC(=O)c1cc(=O)n(CC(=O)Nc2cccc(C#N)c2)c2ccccc12
  LDHA block = 0

> Nc1nnnn1NCc1cc(Br)ccc1OCc1ccccc1
  LDHA block = 8

The list is partial, so the mix of outcomes need not match the whole.
